Assay outcomes (PubChem)
Yeast superoxide = caloric restriction mimetics inhibiting age-related superoxide in yeast; AID 2690; superoxide response (% of plate mean), % at 10 µM; S. cerevisiae aged cells, superoxide DHE fluorescence; hits give low values; 0.18% of 330,000 active;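 active = superoxide response under a set limit, about three screen SD below normal, cut at about 65% in these data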;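 also: yeast aged for seven days with compound at 30 °C before DHE staining; 100% = average MFI of all compound-treated wells on the plate with controls excluded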
MEP2-GFP yeast = modulators of TOR pathway MEP2-GFP in S. cerevisiae | AID 2016 | GFP response vs DMSO, % at 10 µM | 0.51% of 330,000 active | S. cerevisiae MEP2-GFP strain, flow cytometry GFP, 3 h; 100% = DMSO control level;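 active = GFP response versus DMSO above a set limit, roughly screen mean plus 3 SD, cut at about 180% in these data; inconclusive = fewer than 70 cells counted for a yeast strain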;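 also: median GFP fluorescence of the barcode-gated MEP2-GFP cells per well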
AGP1 TOR yeast = alters AGP1-GFP fluorescence in TOR pathway yeast screen; GFP response vs DMSO, % at 10 µM; S. cerevisiae AGP1-GFP multiplex flow cytometry, 3 h; GFP as percent of DMSO wells; 0.02% of 320,000 active;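 active = GFP response relative to DMSO above a set limit, near screen average plus 3 SD, cut at about 150% in these data; inconclusive = fewer than 70 cells counted for the yeast strain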;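 also: median GFP channel fluorescence of the gated AGP1 strain per well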
AHR activator = activates the human aryl hydrocarbon receptor. AHR-responsive luciferase reporter cells, luminescence. AID 2796. P35869. 2.5% of 320,000 active. activation, % at 5 µM; in the data active = activation above about 47%;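 also: 0% = vehicle wells and 100% = reference agonist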
Target sequence (P35869 whole entry, looked up): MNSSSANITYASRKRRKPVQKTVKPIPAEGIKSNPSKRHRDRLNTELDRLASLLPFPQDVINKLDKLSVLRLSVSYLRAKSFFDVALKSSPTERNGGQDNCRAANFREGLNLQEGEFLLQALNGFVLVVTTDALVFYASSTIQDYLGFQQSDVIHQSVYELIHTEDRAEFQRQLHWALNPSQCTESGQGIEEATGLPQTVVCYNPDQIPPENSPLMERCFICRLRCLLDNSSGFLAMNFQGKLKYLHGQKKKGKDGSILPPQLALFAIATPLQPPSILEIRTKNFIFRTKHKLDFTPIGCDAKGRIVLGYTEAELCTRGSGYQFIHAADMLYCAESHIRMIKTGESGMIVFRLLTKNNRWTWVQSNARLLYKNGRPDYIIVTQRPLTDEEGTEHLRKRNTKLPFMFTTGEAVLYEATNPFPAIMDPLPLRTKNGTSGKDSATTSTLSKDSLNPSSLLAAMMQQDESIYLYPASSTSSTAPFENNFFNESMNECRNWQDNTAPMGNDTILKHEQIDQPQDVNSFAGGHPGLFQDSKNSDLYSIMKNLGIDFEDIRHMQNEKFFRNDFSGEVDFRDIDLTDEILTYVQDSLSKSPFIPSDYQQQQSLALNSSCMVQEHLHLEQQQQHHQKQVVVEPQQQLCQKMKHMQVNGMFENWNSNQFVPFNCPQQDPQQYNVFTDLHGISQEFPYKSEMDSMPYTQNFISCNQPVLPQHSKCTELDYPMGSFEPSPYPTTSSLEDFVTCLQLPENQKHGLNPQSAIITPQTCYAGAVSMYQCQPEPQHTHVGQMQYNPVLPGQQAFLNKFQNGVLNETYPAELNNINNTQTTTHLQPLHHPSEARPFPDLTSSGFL
CIT2 TOR yeast = yeast TOR pathway CIT2-GFP modulation; 0.065% of 320,000 active; GFP response vs DMSO, % at 10 µM; S. cerevisiae CIT2-GFP strain, flow cytometry, 3 h; 100 means same as DMSO wells; AID 2029;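 active = GFP response relative to DMSO above a set limit, near the screen mean plus 3 SD, cut at about 150% in these data; inconclusive = Fewer than 70 cells measured for a yeast strain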;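 also: ratio of well median GFP fluorescence to mean of DMSO wells on the plate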
RPL19A-GFP yeast = modulators of TOR pathway RPL19A-GFP in S. cerevisiae; S. cerevisiae RPL19A-GFP strain, flow cytometry, 3 h; hits give low values; 0.3% of 330,000 active; percent response vs DMSO, % at 10 µM;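 active = percent response vs DMSO below 50%; inconclusive = fewer than 70 events counted for the yeast strain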;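 also: median channel GFP fluorescence of the barcoded RPL19A-GFP strain; ratio of sample median GFP to plate DMSO average so 100% = DMSO; lower means less RPL19A-GFP as with rapamycin TOR inhibition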
Efflux pump mplx = blocks antifungal efflux pumps in multiplex yeast assay. S. cerevisiae Candida pump triplex, Nile Red efflux. inhibition, % at 10 µM. 0.44% of 330,000 active. AID 485275;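 active = plate passing quality check with inhibition over a set limit, or well fluorescence over plate mean plus 4 SD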;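 also: Nile Red retained in pooled yeast measured as flow cytometry median fluorescence; 0% = buffer negative control and 100% = Enniatin B positive control; higher means more Nile Red kept so more efflux inhibition; some compounds called inactive have numbers as strong as hits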
LAP4 TOR yeast = modulators of TOR pathway LAP4-GFP in S. cerevisiae | S. cerevisiae LAP4-GFP multiplex, flow cytometry GFP, 3 h; median GFP as percent of DMSO wells | GFP response vs DMSO, % at 10 µM | 0.34% of 320,000 active;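 active = GFP response vs DMSO above a set limit, about the screen mean plus 3 SD, cut at about 150% in these data; inconclusive = under 70 cell events counted for the yeast strain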
* marks the source's active call; other numbers are inactive results; u = inconclusive; x = no result given; [ ] = remark or other dose.

1	COc1ccc(Cl)cc1S(=O)(=O)Nc1ccncc1
2	CCOc1ccccc1-c1nc(-c2ccc(NC(=O)Cc3ccccc3OC)cc2)no1
3	O=C(NC1CC1)C1CCN(C2CCN(C(=O)/C=C/c3cccs3)CC2)CC1
4	COc1ccc(NC(=O)CN(C)C(=O)c2ccccc2Sc2ncnc3sc(C)c(C)c23)cc1
5	O=C(Cn1c(C(F)(F)F)nc2ccccc21)Nc1ccccc1N1CCOCC1
6	CCOc1cc(CNn2cnnc2)cc(Br)c1OCC(=O)NC1CCCCC1
7	CC1(C)CC(=O)c2cc(OCC(=O)NCCN3CCOCC3)ccc2O1
8	CCC(c1nnnn1C(C)(C)C)N1CCN(c2cc(Cl)ccc2C)CC1 (configuration not stated)

assay / compound	1	2	3	4	5	6	7	8
Yeast superoxide	95	102	103	112	98	91	102	109
MEP2-GFP yeast	101	101	105	96	103	107	83	90
AGP1 TOR yeast	102	108	103	101	100	105	87	99
AHR activator	-1	25	-1	11	-3	5	4	17
CIT2 TOR yeast	103	105	93	91	100	108	90	102
RPL19A-GFP yeast	102	101	100	91	100	104	88	94
Efflux pump mplx	-0.1	0.0	0.0	0.0	0.1	0.1	-0.2	0.0
LAP4 TOR yeast	100	98	98	96	97	105	83	90

9	COc1cc(/C=N/Nc2nc3ccccc3[nH]2)cc(OC)c1O
10	O=C(CCl)Oc1ccc2occ(C(=O)c3cccs3)c2c1
11	Nc1ccc(S(=O)(=O)Nc2nccc(/C=C/c3cccc(Br)c3)n2)cc1
12	Cc1ccc(Oc2nc3ccccc3n3c(C)nnc23)c(C)c1
13	COc1ccc(-c2csc(NC(=O)C3CCN(c4ncnc5sc(C)c(C)c45)CC3)n2)cc1OC
14	CSc1ccccc1NC(=O)CO/N=C(\C)c1cc2ccccc2o1
15	CCCNC(=O)c1csc(Nc2cccc3ccccc23)n1
16	O=C1c2ccccc2-c2cccc(C(=O)N3CCCCC3)c21

assay / compound	9	10	11	12	13	14	15	16
Yeast superoxide	96	92	97	94	94	101	101	95
MEP2-GFP yeast	101	98	99	109	102	114	79	96
AGP1 TOR yeast	100	94	99	108	108	107	84	101
AHR activator	81*	-1	2	4	-4	5	34	-3
CIT2 TOR yeast	103	80	103	96	110	108	84	92
RPL19A-GFP yeast	98	95	100	97	101	109	90	98
Efflux pump mplx	0.2	-0.1	-0.1	0.0	-0.1	0.0	0.0	-0.1
LAP4 TOR yeast	97	108	92	102	112	100	75	101

Not a retest: entries from further up.
13	COc1ccc(-c2csc(NC(=O)C3CCN(c4ncnc5sc(C)c(C)c45)CC3)n2)cc1OC
14	CSc1ccccc1NC(=O)CO/N=C(\C)c1cc2ccccc2o1
15	CCCNC(=O)c1csc(Nc2cccc3ccccc23)n1

assay / compound	13	14	15
Yeast superoxide	94	101	101
MEP2-GFP yeast	102	114	79
AGP1 TOR yeast	108	107	84
AHR activator	-4	5	34
CIT2 TOR yeast	110	108	84
RPL19A-GFP yeast	101	109	90
Efflux pump mplx	-0.1	0.0	0.0
LAP4 TOR yeast	112	100	75

More results.
17	CCCS(=O)(=O)N1CCCC(C(=O)NCCN(CC)CC)C1 (configuration not stated)
18	COc1ccccc1N1CCN(C(=O)c2c(-c3ccccc3Cl)noc2C)CC1
19	Cc1ccc2c(CC(=O)N3CCN(S(=O)(=O)c4cccs4)CC3)coc2c1
20	COc1ccc(-n2c(C)c(C(C)=O)c(C(C)=O)c2C)cc1
21	O=C(NCCN1CCN(C(=O)c2ccc([N+](=O)[O-])cc2)CC1)C(=O)NCc1ccccc1
22	CCC1=NNC(=O)C(CC(=O)Nc2ccccc2)c2cc(OC)c(OC)cc21 (configuration not stated)
23	Cc1ccsc1/C=C1/C(=O)NN(c2ccccc2)C1=O
24	CC(=O)c1sc(-c2ccccc2)cc1N

assay / compound	17	18	19	20	21	22	23	24
Yeast superoxide	105	96	109	100	156	101	123	95
MEP2-GFP yeast	106	95	117	103	117	123	97	96
AGP1 TOR yeast	100	100	110	103	109	15	95	74
AHR activator	3	6	8	2	1	2	25	20
CIT2 TOR yeast	100	111	116	102	114	66	96	84
RPL19A-GFP yeast	101	95	107	96	96	101	101	100
Efflux pump mplx	0.2	0.1	0.0	-0.1	-0.2	-0.1	-0.1	0.2
LAP4 TOR yeast	90	97	118	99	106	89	97	108

25	Cc1cc(NC(=O)CSc2nc3c(C)c(C)ccc3cc2C)no1
26	Nc1nc(NC(=O)/C=C/c2ccc(F)cc2)nn1-c1ccccc1
27	Cc1ccc(S(=O)(=O)N2CCC(C(=O)N3CCN(c4ccccn4)CC3)CC2)cc1
28	O=c1ccccn1CCOc1ccccc1Cl
29	Cn1c(C(=O)O)cc2cc(F)ccc21
30	COc1ccc(NC(=O)c2c(SC)nsc2SC)cc1
31	COC(=O)c1ccc(Cl)c(S(=O)(=O)N2CCCC2)c1
32	O=C(/C=C/c1cccnc1)c1cc(F)ccc1O

assay / compound	25	26	27	28	29	30	31	32
Yeast superoxide	95	91	88	106	118	119	99	97
MEP2-GFP yeast	95	100	105	102	97	107	106	112
AGP1 TOR yeast	94	118	100	97	102	99	111	102
AHR activator	-1	12	-4	6	54*	34	1	1
CIT2 TOR yeast	115	104	100	103	105	97	107	103
RPL19A-GFP yeast	98	112	106	107	97	98	110	105
Efflux pump mplx	-0.4	-0.2	0.2	0.1	-0.1	0.0	0.2	0.0
LAP4 TOR yeast	99	111	95	88	102	105	105	93

33	CC(=O)Nc1ccc(S(=O)(=O)N2CCN=C2SCc2ccc(F)cc2)cc1
34	CC(=O)/C(=C/N(C)C)C(=O)Nc1ccc(Cl)cc1Cl
35	S=C(NCCc1ccccc1)NCC(c1ccco1)N1CCCCC1 (configuration not stated)
36	c1ccc2c(NCCCN3CCOCC3)c3ccccc3nc2c1
37	COc1ccc(C(C[N+](=O)[O-])c2c(C)[nH]n(-c3ccccc3)c2=O)cc1 (configuration not stated)
38	COc1ccc(/C=C2\SC(=S)N(NC(=O)c3csc4c3CCCC4)C2=O)cc1
39	O=C(COc1ccc(Cl)cc1)NC(=S)Nc1ccccc1N1CCOCC1
40	CCC(=O)Nc1nnc(S(=O)(=O)N2CCc3ccccc32)s1

assay / compound	33	34	35	36	37	38	39	40
Yeast superoxide	109	97	97	99	98	106	101	94
MEP2-GFP yeast	106	91	100	108[may fluoresce violet]	89	108	104	99
AGP1 TOR yeast	107	70	99	20[may fluoresce violet]	95	104	102	104
AHR activator	4	0	10	15	17	3	3	4
CIT2 TOR yeast	114	86	97	u	97	104	105	94
RPL19A-GFP yeast	102	86	94	94[may fluoresce violet]	95	99	103	95
Efflux pump mplx	1.4*	0.0	0.1	0.1	-0.1	0.0	0.1	0.0
LAP4 TOR yeast	95	91	106	111[may fluoresce violet]	86	97	103	105

41	O=C(Nc1ccc(Nc2ccccc2)cc1)Nc1ccccc1Cl
42	COc1ncnc2sc3c(c12)CCCC3
43	CC(=O)c1ccc(Nc2c([N+](=O)[O-])ccc3nonc23)cc1
44	C=CCOc1ccc(C(=O)Nc2ccc3c(c2)n(C)c(=O)n3C)cc1
45	O=C1CCC(=O)N1CN(C(=O)c1ccco1)c1ccc(Cl)c(Cl)c1
46	Nc1cc(N2CCOCC2)c(Cl)cc1[N+](=O)[O-]
47	COc1ccc(/C=N/c2nc3ccccc3n2CCN2CCCCC2)cc1OC
48	CCOC(=O)C1=CC[C@@H](c2cc3ccc(OC)cc3n2C)N(S(=O)(=O)c2ccc(C)cc2)[C@H]1C(=O)OCC

assay / compound	41	42	43	44	45	46	47	48
Yeast superoxide	107	106	112	91	94	91	98	116
MEP2-GFP yeast	94	110	108	107	112	96	104	105
AGP1 TOR yeast	93	100	95	101	103	103	102	111
AHR activator	-4	-3	0	x	1	2	7	-1
CIT2 TOR yeast	81	101	97	102	103	96	99	111
RPL19A-GFP yeast	89	101	104	101	97	96	101	104
Efflux pump mplx	0.3	0.0	0.1	0.1	-0.1	-0.1	-0.1	0.1
LAP4 TOR yeast	x	113	104	104	101	104	101	113

49	O=C(CCSc1nnc(-c2ccc(O)cc2)o1)N1CCOCC1
50	CC(=O)Nc1ccc(Nc2cc(C(C)C)nc3c(-c4ccccc4)c(C)nn23)cc1
51	CCC(CC)C(=O)Nc1cccc(C(=O)Nc2ccc3c(c2)OCO3)c1
52	COC(=O)c1c(NC(=O)CCN2CCOCC2)sc2c1CCCC2
53	O=C(NC1CC1)c1ccc(N2CCCCC2)c([N+](=O)[O-])c1
54	O=C(Oc1ccccc1C(=S)N1CCOCC1)c1ccc([N+](=O)[O-])cc1[N+](=O)[O-]
55	CN(CCOc1ccc(Cl)cc1)CC(O)c1ccccc1 (configuration not stated)
56	Cn1c(CCNS(=O)(=O)c2ccc(F)cc2)nnc1SCc1cccnc1

assay / compound	49	50	51	52	53	54	55	56
Yeast superoxide	105	84	90	104	98	101	116	91
MEP2-GFP yeast	102	102	84[may fluoresce red]	97	100	92	90	98
AGP1 TOR yeast	96	107	89[may fluoresce red]	103	92	103	100	105
AHR activator	0	-1	20	4	7	0	1	-1
CIT2 TOR yeast	88	98	95[may fluoresce red]	96	94	96	97	102
RPL19A-GFP yeast	97	105	u	101	99	102	106	101
Efflux pump mplx	0.1	-0.1	-0.1	0.1	0.1	-0.3	2.7	0.1
LAP4 TOR yeast	104	115	89[may fluoresce red]	98	102	97	95	97

Entries listed so far printed as active in AHR activator.
entry	Molecule	MEP2-GFP yeast	AGP1 TOR yeast	AHR activator	CIT2 TOR yeast	RPL19A-GFP yeast	Efflux pump mplx	LAP4 TOR yeast
9	COc1cc(/C=N/Nc2nc3ccccc3[nH]2)cc(OC)c1O	101	100	81*	103	98	0.2	97
29	Cn1c(C(=O)O)cc2cc(F)ccc21	97	102	54*	105	97	-0.1	102

(listing goes on)
57	CCN(Cc1cnn(C)c1)C(=O)C1CCC(=O)N(CCc2ccc(OC)cc2)C1 (configuration not stated)
58	O=C(Oc1ccc(C(=S)N2CCOCC2)cc1)c1cc([N+](=O)[O-])cc([N+](=O)[O-])c1
59	O=C(Nc1ccccn1)c1ccc([N+](=O)[O-])cc1Cl
60	CCCCNC(=O)CSc1nc2ccccc2c(=O)n1CC1COc2ccccc2O1 (configuration not stated)
61	CN(C)NC(=O)c1cccc(Cl)c1
62	O=C(c1ccccc1SCc1ccccc1)N1CCCCCC1
63	O=C(CCNS(=O)(=O)c1ccc(Br)cc1)NCc1ccco1
64	CC(=O)c1ccc(C(=O)NC2CCCN(Cc3ccc(Cl)cc3)C2)s1 (configuration not stated)

assay / compound	57	58	59	60	61	62	63	64
Yeast superoxide	102	108	98	114	110	107	98	91
MEP2-GFP yeast	100	95	94	99	103	99	93	92
AGP1 TOR yeast	108	90	94	98	99	105	110	89
AHR activator	-1	0	12	1	2	-2	-1	x
CIT2 TOR yeast	106	91	93	95	89	103	94	108
RPL19A-GFP yeast	100	100	98	98	96	104	99	103
Efflux pump mplx	-0.2	0.2	-0.6	0.2	0.0	0.1	0.1	-0.1
LAP4 TOR yeast	110	120	84	100	105	95	94	68

65	CCCOc1nc(C)cc(COC)c1C(N)=O
66	Cc1ccc(C(OCC(O)CN2CCCCC2CO)c2ccccc2)cc1 (configuration not stated)
67	Nc1nc(Nc2ccccc2F)nc(N2CCCC2)c1[N+](=O)[O-]
68	OC(CNCC1CCCO1)COc1ccc(OCC(O)CNCC2CCCO2)cc1 (configuration not stated)
69	CCCCCCCCCCCCS[C@H]1CS(=O)(=O)C[C@@H]1O

assay / compound	65	66	67	68	69
Yeast superoxide	83	81	96	108	104
MEP2-GFP yeast	104	90	108	117	93
AGP1 TOR yeast	110	91	102	102	109
AHR activator	1	1	14	4	-1
CIT2 TOR yeast	106	95	103	102	97
RPL19A-GFP yeast	97	92	102	107	97
Efflux pump mplx	-0.1	-0.1	0.0	0.2	0.1
LAP4 TOR yeast	105	86	x	105	108
